High-throughput results as filed in PubChem BioAssay.
ELG1 repair inh – ELG1-dependent DNA repair inhibition; HEK293T ELG1-luciferase reporter, luminescence, 16 h; DNA damage induced by 5-fluorouridine; Potency, µM (top dose mostly 46.1 µM), for inactives: at the highest dose activity change, negative = inhibition, usual class: inhibitors; actives 2.3% (n = 330,000); AID 504467; further: potency means the concentration at half of the fitted maximal effect; on the % scale 0 is the no-effect control and ±100 the full control effect; nearly all actives have a fitted effect of over 55% in size
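Cells (2,000 per well) received 5-fluorouridine plus test compound or DMSO and were incubated 16 hr at 37 °C, 5% CO2. Luciferase activity was read by luminescence 30 min after ONE-Glo addition; signal suppression marked inhibition of damage-induced ELG1 function.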
TCR act – T cell receptor activation; primary human leukocytes, anti-CD3, IL-2 HTRF, 48 h; Potency, µM (highest dose often 9.22 µM), without a hit: top-dose activation of IL-2 secretion, usual class: activators; 330,000 tested, under 10 active; further: % of control where 0% means no effect
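1) Mix primary human leukocytes, a-CD3 beads and compound. 2) Incubate 48 hr. 3) Add HTRF IL-2 reagents (a-IL-2-K, a-IL-2-d2).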
TSHR antag – human thyrotropin receptor antagonism; P16473; TSHR-expressing cells, TSH-stimulated cAMP HTRF, 2 h; active compounds read low; activity change, negative = inhibition, % at 11.5 µM; actives 0.2% (n = 330,000); AID 504810;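 active means activity change below a set negative limit, meaning inhibition stronger than a set level, cut at about -70% in these data; inconclusive means activity change between two set negative limits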; further: on the % scale 0 is the no-effect control and ±100 the full control effect
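Cell-based HTRF cAMP assay; TSHR cells + compound, TSH EC80 (4nM final), 2 h, 37 deg C. Lysis with anti-cAMP cryptate and cAMP-d2, 30 min RT, read 665/620 nm.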
Tb PFK block – inhibitors of T. brucei phosphofructokinase; T. brucei PFK, ADP-Glo luminescence; Potency, µM (titrated, usually from 57.5 µM), without a hit: at the highest dose activity, negative = inhibition, usual class: inhibitors; actives 0.17% (n = 330,000);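 further: potency means the concentration at half of the fitted maximal effect; 0% = uninhibited 1x PFK enzyme wells and -100% = no-enzyme wells; nearly all actives have a fitted effect of over 60% in size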
Target sequence (O15648 whole entry, looked up): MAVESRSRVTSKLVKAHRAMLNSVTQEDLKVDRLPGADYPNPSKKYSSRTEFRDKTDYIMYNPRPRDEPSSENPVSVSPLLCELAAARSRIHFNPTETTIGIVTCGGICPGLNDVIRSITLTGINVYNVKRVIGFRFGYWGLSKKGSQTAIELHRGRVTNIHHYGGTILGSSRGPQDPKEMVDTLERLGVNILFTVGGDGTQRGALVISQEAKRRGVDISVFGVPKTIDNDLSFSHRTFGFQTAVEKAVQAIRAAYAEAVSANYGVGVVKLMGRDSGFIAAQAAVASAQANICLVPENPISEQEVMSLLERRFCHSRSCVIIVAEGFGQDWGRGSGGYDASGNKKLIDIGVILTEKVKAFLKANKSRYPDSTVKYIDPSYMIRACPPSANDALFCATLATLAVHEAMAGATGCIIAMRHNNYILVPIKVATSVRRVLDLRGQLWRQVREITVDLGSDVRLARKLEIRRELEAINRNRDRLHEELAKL
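In TEA buffer at pH 8.0 with 5 mM MgCl2, enzyme (1.25 nM) converted F6P (0.5 mM) and ATP (0.1 mM) for 45 min at room temperature. ADP product was read by luciferase luminescence.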
A-T KAP1 phos – potential ataxia-telangiectasia treatments restoring KAP-1 phosphorylation; […] A-T fibroblasts, KAP-1 phosphorylation AlphaLISA; neocarzinostatin DNA damage 30 min before lysis; Potency, µM (top dose mostly 57.5 µM), inactives show at the top dose activation, most hits filed as activators; actives 0.19% (n = 320,000); AID 485349; further: potency means the concentration at half of the fitted maximal effect; % of control where 0% means no effect; nearly all actives have a fitted effect of over 45% in size
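ATM-like activity read as KAP-1 phosphorylation via AlphaLISA donor/acceptor antibody pairs after lysis and 6 hr at 25C. Cells were ATM-null patient fibroblasts ([…], hTERT), dosed 60 min, then exposed to the DSB inducer NCS for 30 min.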
a7 integrin act – integrin-mediated muscular dystrophy alleviation activation | Potency, µM (series often up to 38.3 µM), for inactives: at the top dose activation, usual class: activators | alpha7betagal myoblasts, beta-gal FDG fluorescence, 48 h | actives 0.064% (n = 350,000);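 further: potency means the concentration at half of the fitted maximal effect; 100% = response of the positive control SU9516; nearly all actives have a fitted effect of over 60% in size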
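alpha7betagal+/- myoblasts (passage 13, 250/well) treated 48 h at 37C with compounds at 1:260 dilution of DMSO stock. Lysed, then beta-galactosidase activity read as FDG fluorescence (ex 480/em 540) after 30 min, with pre-read for autofluorescence.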
BCR signal inh – blocks chronic active B-cell receptor signaling; ABC-DLBCL IkBa-CBG/CBR reporter, luminescence ratio, 4 h; Potency, µM (titrated, usually from 46.1 µM), for inactives: top-dose ratio change, negative = lower green/red ratio, actives largely listed as inhibitors; actives 0.05% (n = 340,000); AID 493014; active means well fitted inhibition curve with a large enough effect in the signal ratio, with a control signal flat, not every such curve was filed as active; inconclusive means small, poorly fitted or top-dose-only effect, or effect the other way, or a change in a side signal; the % refers to the signal ratio;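 further: potency means the concentration at half of the fitted maximal effect; plate controls were basal doxycycline-induced cells for no effect and cells given 10 µM MG132 for full effect; MG132 reads +100%, hits lower the ratio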
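TMD8 human ABC-DLBCL cells with doxycycline-inducible IκBα–green luciferase fusion and unfused red luciferase, in 0.5% FBS medium; compounds up to 46 uM, 4 h at 37C. Green/red luminescence ratio, filter-overlap corrected, fitted to concentration-response curves.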
PTAP TSG101 blk – blocks PTAP/TSG101 interaction to inhibit HIV-1 budding. Fluorescence polarization, FITC-PTAP peptide / Tsg101 binding. 340,000 tested, under 10 active. Potency, µM (series often up to 115 µM), inactives show top-dose activity change, negative = inhibition, usual class: inhibitors. Q99816. AID 493005; active means well fitted inhibition curve with a large enough effect in the main read-out, with a control signal flat, not every such curve was filed as active; inconclusive means small, poorly fitted or top-dose-only effect, or effect the other way, or a change in a side signal; inactive means no such curve, though single readings can be large or run the other way; further: potency means the concentration at half of the fitted maximal effect; % of control where 0% means no effect
Target sequence (Q99816 whole entry, looked up): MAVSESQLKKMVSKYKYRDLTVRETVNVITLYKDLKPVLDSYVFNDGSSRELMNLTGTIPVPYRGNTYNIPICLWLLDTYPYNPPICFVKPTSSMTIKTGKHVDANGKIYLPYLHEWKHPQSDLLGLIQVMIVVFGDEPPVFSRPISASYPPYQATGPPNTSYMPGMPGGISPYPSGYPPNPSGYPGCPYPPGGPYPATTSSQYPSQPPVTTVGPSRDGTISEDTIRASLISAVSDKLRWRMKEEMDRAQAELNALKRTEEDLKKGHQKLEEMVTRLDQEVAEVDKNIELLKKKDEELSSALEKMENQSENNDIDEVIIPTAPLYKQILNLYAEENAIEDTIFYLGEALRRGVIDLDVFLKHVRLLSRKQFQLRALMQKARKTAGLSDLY
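Tsg101 binding domain (10 uM final) was mixed with compound and a FITC-labeled PTAP peptide (50 nM final) in HEPES pH 7.5 buffer with NaCl, Tween 20, EDTA and TCEP; fluorescence polarization was read after 20 min at r.t.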
Eya2 inh – Eya2 (human) phosphatase inhibition; O00167; recombinant Eya2, OMFP fluorescence dephosphorylation (OMFP is methylfluorescein phosphate); Potency, µM (highest dose often 76.9 µM), for the others: at the highest dose activity, negative = inhibition, most hits filed as inhibitors; actives 0.006% (n = 330,000); AID 488837; further: potency means the concentration at half of the fitted maximal effect; on the % scale 0 is the no-effect control and ±100 the full control effect
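Eya2 (0.2 uM) preincubated 10 min at ambient with compound, then OMFP substrate added at 50 uM; 10 min reaction in 50 mM HEPES pH 7.5, 50 mM NaCl, 5 uM MgCl2, 0.05% BSA, 1 mM DTT. Fluorescence read at Ex 485/Em 525 nm.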
Mito fusion act – blocks mitochondrial division or promotes mitochondrial fusion. actives 0.23% (n = 320,000). S. cerevisiae fusion-defective mutant growth rescue, CellTiterGlo 48 h. Potency, µM (highest dose often 46.1 µM), inactives show at the highest dose growth rescue (activation), usual class: activators. AID 485298;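 further: potency means the concentration at half of the fitted maximal effect; % of control where 0% means no effect; nearly all actives have a fitted effect of over 45% in size; temperature-sensitive fusion mutants such as fzo1-1 at 37 °C on non-fermentable ethanol glycerol medium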
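S. cerevisiae fusion-defective temperature-sensitive mutants (e.g. fzo1-1, mgm1-5) grown 48 h at 37C in YPEG (ethanol/glycerol non-fermentable) medium with 23 nl compound per well; growth rescue read as CellTiterGlo luminescence.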
S-ASM inh – human S-ASM enzyme inhibition; P17405; placental ASM, HMU-PC fluorogenic substrate, 60 min; Potency, µM (doses to about 57.5 µM), for the others: at the highest dose activity change, negative = inhibition, hits mostly inhibitors; actives 0.006% (n = 340,000); AID 504937; further: potency means the concentration at half of the fitted maximal effect
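Steps: dispense placental human ASM, pin compound, wait 10 min at room temperature, add HMU-PC0 substrate at 9 uM final, incubate 60 min at 37 °C, add stop solution raising pH to 10, read fluorescence.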
* = called active by the depositor; ? = inconclusive; / = not tested or not shown; [ ] = another dose, or the depositor's remark. Unless noted, the call rests on the fitted dose curve; in most records, active means well fitted curve in the direction sought with a large enough effect; inconclusive means small, poorly fitted or top-dose-only effect, or another doubt; inactive means no such curve, though single readings can be large; an effect the other way counts as inactive or inconclusive.

item	molecule	A-T KAP1 phos	S-ASM inh	TSHR antag	Eya2 inh	BCR signal inh	Tb PFK block	TCR act	ELG1 repair inh	Mito fusion act	a7 integrin act	PTAP TSG101 blk
1	CCCNC(=O)N1CCN(S(=O)(=O)c2ccc3c(c2)OCCO3)CC1	-4%	2%	39	13%	-2%	1%	-9%	3%	-5%	?	-1%
2	COc1ccc(OC)c(NC(=O)COC(=O)COc2ccc(Nc3ccccc3)cc2)c1	-19%	-10%	3	-28%	1%	0%	4%[46.1 µM]	?	/	5%	0%
3	C/C(=N/NC(=O)c1ccc(Br)o1)c1cccc(NC(=O)c2ccc(C)o2)c1	4%	-4%	4	-4%	-8%	3%	-1%[46.1 µM]	?	-2%	10%	1%
4	CC(C)Cn1c(N)c(C(=O)COC(=O)c2cnc(Cl)c(Cl)c2)c(=O)n(C)c1=O	-12%	-10%	-2	-16%	5%	0%	-3%	-2%	-2%	35%	-4%
5	CCN1CCN(C(c2cccc(OC)c2OC)c2nnnn2Cc2ccco2)CC1 (stereo not given)	0%	4%	5	-5%	2%	1%	-1%	6%	1%	-31%	-2%
6	O=C(Cc1ccc(S(=O)(=O)N2CCCC2)s1)N1CCOCC1	0%	-1%	-4	8%	4%	-2%	-94%	21%	2%	21%	-1%
7	Cc1nc2ccccn2c1-c1csc(Nc2ccc(C(=O)O)cc2)n1	-7%	6%	-5	-8%	?	25%	-2%	?	-15%	?	-7%
8	C=CCn1c(COc2cc(C)ccc2C(C)C)nnc1SCC(=O)c1c(N)n(C)c(=O)n(C)c1=O	-3%	-16%	-1	0%	1%	-3%	-3%[46.1 µM]	?	0%	4%	0%
9	Cc1cc(/C=C2/SC(=O)N(CC(=O)OC(C)C)C2=O)c(C)n1C	-1%	5%	-10	-39%	?	0%	-7%	?	2%	-1%	0%
10	COc1ccc(F)c(CN2CCC(n3nccc3NC(=O)C3CCOC3)CC2)c1 (stereo not given)	-1%	7%	9	8%	-4%	5%	/	5%	-4%	14%	-5%
11	Cc1nn(Cc2ccc(Cl)cc2Cl)c(C)c1NC(=O)c1nn(C)cc1Cl	4%	0%	-14	11%	-15%	0%	/	-21%	3%	-13%[7.66 µM]	-3%
12	COc1ccc(OC)c(NC(=O)Cc2coc3ccc4ccccc4c23)c1	4%	-26%	1	-9%	-11%	-6%	-7%	?	?	-19%	-1%
13	Cn1c(=O)[nH]c(Nc2ccc(F)cc2)c([N+](=O)[O-])c1=O	-10%	2%	1	8%	?	-3%	1%[46.1 µM]	6%	-2%	-16%	-2%
14	C/C(=C/c1ccccc1)C(=O)N1CCC(C)CC1	14%	5%	-2	-4%	5%	-4%	1%	?	1%	?	-4%
15	COc1cc(-c2noc(C)c2C#Cc2ccc(N)cc2)cc(OC)c1OC	8%	?	-14	-8%	?	-3%	9%	-2%	-7%	-16%	-1%
16	COc1ccc(N2CC(C(=O)NC3=NCCS3)CC2=O)cc1 (stereo not given)	-3%	1%	-4	-8%	8%	-3%	3%	16%	7%	18%	-5%
17	COc1ccc(C(=O)NC2CCN(CC(=O)Nc3cccc(OC)c3)CC2)cc1	-1%	0%	-17	?	-7%	1%	3%	-10%	-4%	21%	-6%
18	Cn1cc(S(=O)(=O)N2CCNCC2)cc1C(N)=O	-1%	3%	14	5%	?	0%	0%	-10%	/	3%	-2%
19	Cc1cc(C)c2[nH]c(O)c(N=NC3=NC(=O)CS3)c2c1	-3%	-8%	1	-30%	-1%	0%	-2%	8%	-2%	5%	-2%
20	O=C(/C=C/c1cc([N+](=O)[O-])ccc1OC(F)F)Nc1ccc(OC(F)F)cc1	-1%	0%	-10	4%	?	8%	-7%	?	-2%	?	-5%
21	CN(C)C(CNC(=O)c1c(F)cccc1Cl)c1ccco1 (stereo not given)	1%	1%	-2	8%	0%	-3%	9%	11%	14%	1%	-1%
22	CC(=O)Nc1ccc(NC(=O)CSc2ccc(-c3ccc(-n4ccnc4)cc3)nn2)cc1	13%	5%	26	12%	3%	-10%	1%	?	-3%	-37%	-5%
23	Oc1cccc(/C=N/Nc2ccc(Cl)nn2)c1	7%	-2%	18	10%	?	-2%	4%	?	2%	0%	1%
24	O=C(CSc1nnc(C2CC2)n1CC1CCCO1)Nc1ccc(Cl)cc1 (stereo not given)	-7%	-7%	3	0%	-1%	0%	-7%	20%	5%	-13%	0%
25	Cc1cc2ccccc2c(=O)n1CC(=O)Nc1ccc2c(c1)OCO2	0%	-2%	-3	2%	-5%	0%	-1%[46.1 µM]	7%	-4%	10%	-6%
26	COc1ccccc1C(=O)NCCNC(=O)c1ccco1	1%	2%	-11	6%	-3%	8%	-5%[46.1 µM]	6%	-3%	11%	-7%
27	CC(C)(CO)NC(=O)Nc1ccc(Cl)c(Cl)c1	2%	-1%	13	5%	1%	-3%	0%	-2%	-1%	3%	-2%
28	O=C(CN1CCN(c2ccc(Cl)cc2)CC1)Nc1cccc(F)c1	9%	-18%	-5	2%	8%	4%[0.46 µM]	-3%	-5%	15%	-8%	1%
29	CC(/C=C1\SC(=O)N(CCCC(=O)O)C1=O)=C\c1ccccc1	0%	-6%	-31	5%	/	1%	-4%[46.1 µM]	?	19%	-23%	-4%
30	COc1cc2c3nnc(-c4ccc(F)cc4)c-3cn(Cc3ccc(F)cc3)c2cc1OC	-25%	9%	4	-3%	?	3%	-1%	?	-3%	17%	?
31	COc1ccc(Cn2nnnc2C(C(C)C)N2CCc3ccccc32)cc1 (stereo not given)	/	-4%	/	/	/	/	4%	/	27%	-5%	-10%
32	CSCCC(NC(=O)c1ccco1)C(=O)N1CCCCCCC1 (stereo not given)	0%	1%	1	0%	8%	0%	-1%	-4%	3%	2%	0%
33	Cc1cccc(NC(=O)CC2CCC2)c1	5%	5%	10	9%	0%	-3%	-17%	27%	4%	28%	-5%
34	COc1cc(C(=O)OCC(=O)NC(=O)c2cccn2C)ccc1OC(F)F	6%	7%	-10	14%	?	-5%	-3%	-5%	3%	2%	0%
35	O=C(CSc1nc(-c2ccco2)cc(C(F)(F)F)n1)N1CCc2ccccc2C1	3%	-4%	-10	-23%	5%	0%	-3%	?	-2%	-37%	-2%
36	CCOC(=O)CSc1nnc(CNC(=O)c2ccc(OC)cc2OC)n1-c1ccc(OC)cc1	/	3%	-3	-5%	3%	0%	3%	6%	1%	-11%	-1%
37	O=C(N[C@@H](Cc1ccccc1)C(=O)NC1CCCCC1)c1ccco1	-3%	1%	16	-29%	7%	-1%	-2%	?	0%	-7%	-1%
38	Cc1cc2c(cc1C)NC(CC(=O)NCc1ccccc1)C(=O)N2 (stereo not given)	6%	145%[activator]	-5	3%	2%	-1%	6%[46.1 µM]	?	-1%	-23%	23%
39	O=C(CCC1COc2ccccc2O1)Nc1ccccn1 (stereo not given)	3%	-1%	5	-7%	?	-3%	-3%	17%	-3%	10%	0%
40	CC(=O)N1CCCc2cc(S(=O)(=O)N3CCCC(C(=O)Nc4ccccc4C)C3)ccc21 (stereo not given)	1%	-1%	3	-1%	5%	0%	1%	-1%	4%	19%	-1%
41	CC(C(=O)N(C)C1CCS(=O)(=O)C1)N1C(=O)/C(=C/c2cccs2)SC1=S (stereo not given)	-1%	-25%	-10	?	8%	2%	4%	-4%	17%	28%	1%

Compounds as they come, and some 3.2% of all compounds hit somewhere here.
